High-throughput results from PubChem.
Mtb RmlCD inh: M. tuberculosis RmlC/RmlD inhibition. P9WH09+P9WH11. RmlC+RmlD coupled enzyme assay, percent inhibition; primary screen in compound mixtures. inhibition, % at 3.6 µM. 0.03% of 160,000 active. AID 1533; in the data active means inhibition mostly above about 34%, no sharp cut-off; inconclusive means no clear call, values can overlap the other calls; inactive means mostly below about 22%; further: some results filed as inactive read as strong as hits
Target sequence (P9WH09 whole entry, looked up): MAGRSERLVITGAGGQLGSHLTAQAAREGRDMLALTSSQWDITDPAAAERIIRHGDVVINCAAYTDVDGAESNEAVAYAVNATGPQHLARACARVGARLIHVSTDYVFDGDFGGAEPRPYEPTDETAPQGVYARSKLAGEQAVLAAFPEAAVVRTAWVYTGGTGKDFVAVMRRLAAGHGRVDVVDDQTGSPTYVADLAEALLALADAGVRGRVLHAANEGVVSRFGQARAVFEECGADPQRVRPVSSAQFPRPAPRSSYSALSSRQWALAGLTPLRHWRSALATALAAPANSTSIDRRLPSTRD
Target sequence (P9WH11 whole entry, looked up): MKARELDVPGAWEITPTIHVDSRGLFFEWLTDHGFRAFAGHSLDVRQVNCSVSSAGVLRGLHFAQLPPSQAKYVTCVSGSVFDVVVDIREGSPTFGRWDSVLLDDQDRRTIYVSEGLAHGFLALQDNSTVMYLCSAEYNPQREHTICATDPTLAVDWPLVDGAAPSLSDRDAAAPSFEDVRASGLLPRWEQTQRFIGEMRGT
GlmU inhibition: inhibition of mycobacterial GlmU enzyme – biochemical, glucosamine-1-phosphate acetyltransferase (AID 1376) | M. tuberculosis GlmU acetyltransferase enzyme assay; higher % means a stronger effect | 0.25% of 220,000 active | inhibition, %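 (tested at 30 µM in the primary screen)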; hits with a dose series show IC50 in µM; in the data active means inhibition above about 13%; inconclusive means no clear call, values can overlap the other calls;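 further: 0% = complete reaction with vehicle and 100% = reaction without substrate; strong numbers were not always called active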
Numbers without * were called inactive; u = inconclusive; x = not tested or not shown. Only part of the results is shown; count on the stated rates, not on these rows.

SMILES	Mtb RmlCD inh	GlmU inhibition
O=C(c1cccc(F)c1)N1CCN(c2ccc([N+](=O)[O-])c(N3CCOCC3)c2)CC1	-11	-2.9%
COc1ccc(Cc2nc(-c3cccnc3)no2)cc1OC	3	-0.6%
CC(C)Nc1nc(-c2ccccc2)nc(-n2ccnc2)n1	x	-0.6%
O=C(NC1=NCCS1)c1cccc(S(=O)(=O)N2CCc3ccccc32)c1	-6	-7.9%
COc1ccc(CN2CC[C@H]3C=CC[C@@H](C(=O)NCCc4ccccc4)[C@H]3C2=O)cc1OC	x	0.8%
Cc1ccc(-n2nccc2-c2nn(-c3cccc(C(F)(F)F)c3)c(=O)n(C)c2=O)cc1	1	-0.3%
CCN(CC)CCn1c2ccc(Cl)cc2c2nc(C)sc21	7	-2.3%
CN(C1CCCCC1)S(=O)(=O)c1ccc(S(=O)(=O)N2CCN(CCC#N)CC2)cc1	-7	-0.1%
CCC1(C)CC(CCNCc2ccc(N(C)C)cc2)(c2ccc(F)cc2)CCO1 (configuration not stated)	70	0.5%
NS(=O)(=O)c1cccc(NC(=O)CSc2nnc(C3CC3)n2Cc2ccccc2)c1	4	3.8%
CCC(=O)OC1(C#CCOc2ccc(OC)cc2)CCN(C)CC1	x	5.1%
O=S(=O)(c1ccc(F)cc1)N1CCN(c2ccc(-c3ccccc3)nn2)CC1	x	-0.1%
CCOc1ccc(OCC(=O)Nc2ccc(S(N)(=O)=O)cc2)cc1	8	1.1%
O=C(Nc1ccc(Cl)c(C(F)(F)F)c1)[C@@H]1CC=C[C@@H]2CCN(C3CCCCC3)C(=O)[C@@H]21	x	-3.0%
COc1ccc(CCNC(=S)NC2CCN(Cc3ccccc3)CC2)cc1	-1	-4.4%
Cc1ccc(NC(=O)CC(=O)NCCN2CCOCC2)cc1	-14	1.5%
Cc1ccc([N+](=O)[O-])cc1S(=O)(=O)Nc1ccc(N2CCOCC2)cc1	26	3.1%
FC(F)(F)c1ccncc1-c1nnnn1-c1ccc(Cl)cc1	-12	1.4%
Clc1ccc(/C=N/Nc2nc(Cl)nc3ccccc23)cc1	x	3.4%
Cc1ccccc1-c1nsc(SCC(=O)c2ccc(Cl)cc2)n1	9	-4.5%
COCCNC(=O)CCn1nc(-c2ccc(Cl)cc2)ccc1=O	x	-0.7%
C=CCn1c(CNC(=O)c2cccs2)nnc1SCC(=O)Nc1ccc(C(=O)O)cc1	15	7.7%
CCN(CC(=O)Nc1cccc(F)c1)Cc1nc2ccccc2c(=O)[nH]1	-12	-2.0%
COc1ccc(N(C)S(=O)(=O)c2c(C)[nH]c(=O)[nH]c2=O)c(OC)c1	x	2.0%
O=C(CSc1nnnn1-c1cccnc1)Nc1ccc(OCc2ccccc2)cc1	13	2.8%

By substructure: those above with an NH in an aromatic ring.
SMILES	Mtb RmlCD inh	GlmU inhibition
CCN(CC(=O)Nc1cccc(F)c1)Cc1nc2ccccc2c(=O)[nH]1	-12	-2.0%
COc1ccc(N(C)S(=O)(=O)c2c(C)[nH]c(=O)[nH]c2=O)c(OC)c1	x	2.0%

Next section
SMILES	Mtb RmlCD inh	GlmU inhibition
O=C(NNC(=O)c1cnccn1)c1cccc([N+](=O)[O-])c1	x	2.7%
COc1ccc(-n2c(=S)[nH]c3cc(C(=O)Nc4ccc(OC)c(OC)c4)ccc3c2=O)cc1	x	-3.5%
O=c1c2ccccc2[nH]c(=S)n1CCc1ccccc1	x	-6.5%
O=C(Nc1ccc(F)cc1)c1ccc(S(=O)(=O)NCC2CCCO2)cc1 (configuration not stated)	-2	-3.3%
COc1ccc(CCNC(=O)CN(C2CCCCC2)S(C)(=O)=O)cc1	-3	-1.8%
COc1ccc(NC(=O)Nc2cc(C)cc(C)c2)cn1	-13	1.6%
Cc1c(C(=O)OC(C)C)[nH]c2c1C(=O)CC(C)(C)C2	45	-0.8%
COc1ccc(CCNC(=O)CSc2nnc(-c3ccccc3)c3ccccc23)cc1OC	-5	-4.2%
O=C(NCCN1CCN(Cc2ccc([N+](=O)[O-])cc2)CC1)C(=O)Nc1ccccc1	x	6.9%
NNc1nc2c(Cl)ccc(Cl)c2s1	-12	3.2%
CCOc1cc(C(C#N)N2CCCCC2)ccc1OC (configuration not stated)	-3	2.4%
Nc1ccc2ncccc2c1	16	1.6%
COC(=O)c1ccc(Cn2cnc3c(cnn3-c3ccc(F)cc3)c2=O)o1	x	-4.8%
COc1ccc(OCC(=O)N2CCN(C(=O)c3cccs3)CC2)cc1	3	x
N#Cc1ccc(Cn2c(=O)c(C#N)c3n(c2=O)CCC3)cc1	x	-0.8%
COc1cc(CN2CCN(c3ccc(C)cc3)CC2)cc([N+](=O)[O-])c1O	x	-4.5%
Cc1ccc(C)c(S(=O)(=O)N2CCN(CC(=O)Nc3sccc3C#N)CC2)c1	1	-5.3%
CC1CCN(C(=O)c2ccccc2NC(=O)c2cccc(S(=O)(=O)N3CCOCC3)c2)CC1	-8	-0.4%
CS(=O)(=O)NCc1nnc(SCc2ccc(C(F)(F)F)cc2)o1	x	2.1%
N=C1C(c2nc3ccccc3s2)=C(O)CN1NC(=O)c1ccco1	-11	-0.1%
COC(=O)C(NC(C)=O)(Nc1nc(C)cs1)C(F)(F)F (configuration not stated)	4	6.8%
CC(NC(=O)CCc1nnc(Cc2cccc(C(F)(F)F)c2)o1)C1CC1 (configuration not stated)	2	2.1%
C=CCNC(=O)C1CCN(c2cnccn2)CC1	-7	-0.8%
O=C1NC(=O)C2C1C(c1cccs1)NN2Cc1ccccc1 (configuration not stated)	-10	-4.8%
O=C(NNc1nc2ccccc2nc1C(F)(F)F)c1ccccc1	13	-3.9%
Next part:
SMILES	Mtb RmlCD inh	GlmU inhibition
CN(C)c1ccnc(-n2cccc2/C=N/OCc2ccccc2)c1C#N	-2	-4.5%
O=C(NCc1cccnc1)C(=O)N/N=C/c1ccccc1[N+](=O)[O-]	-1	-1.7%
C=CCn1c(SCC(=O)Nc2ncc(Cc3ccc(C)c(Cl)c3)s2)nnc1-c1ccncc1	3	-6.6%
Cc1cc(Nc2ccccc2)n(-c2nc3ccccc3[nH]2)n1	6	-0.4%
O=C(NCC1CCCO1)c1ccc2c(c1)S(=O)(=O)c1ccccc1C2=O (configuration not stated)	x	-5.0%
Cc1cc(C)cc(C(=O)N2CCN=C2c2ccccc2)c1	1	14%*
CCOc1ccccc1/C=C/c1cc(C(=O)O)c2ccccc2n1	-14	4.5%
CN1CCN(C(=O)CN(c2cc(C(F)(F)F)ccc2Cl)S(C)(=O)=O)CC1	4	4.2%
CC(C)CC(c1nnnn1Cc1ccc2c(c1)OCO2)N1CCC(C(N)=O)CC1 (configuration not stated)	-9	0.6%
Nc1c(-c2ccccc2)c(CN2CCOCC2)nn1-c1ccc(C(=O)O)cc1	-8	0.8%
Cc1nn(Cc2c(Cl)cccc2Cl)c(C)c1NC(=O)/C=C/c1cnn(C)c1C	x	-2.3%
CCC(C)NC(=O)c1ccccc1NC(=O)CN(c1cc(C)ccc1OC)S(C)(=O)=O (configuration not stated)	5	-2.3%
Cc1ccc2cc(C#N)c(SCC(=O)Nc3ccc4sc(C)nc4c3)nc2c1	14	x
CCc1ccccc1Nc1nc(N)nc(CSc2nnnn2C)n1	3	-3.3%
CC(C)CCn1c(Cl)nc2c1c(=O)n(C)c(=O)n2C	u	4.4%
O=C(NCc1cccnc1)c1ccccc1[N+](=O)[O-]	x	1.8%
O=C(Nc1ccccc1C(F)(F)F)N1CCN(c2ccc3nnc(-c4ccc(F)cc4)n3n2)CC1	-5	-1.8%
COc1ccc(OCC(=O)N/N=C(/C)Cc2ccccc2)cc1	4	-1.9%
COc1cccc(-n2c(C)n[nH]c2=O)c1	x	-3.8%
CCOC(=O)N1CCC(NC(=O)c2cc(C(=O)Nc3ccc(OC)c(OC)c3)ccc2CO)CC1	41	-5.2%
CCCCCOc1ccc(/C=c2\sc3nc(=O)c(-c4ccccc4)nn3c2=O)cc1OC	12	-1.8%
CCc1ccc(NC(=S)N(CCCN2CCOCC2)Cc2ccccn2)cc1	5	3.0%
CCC(Oc1ccccc1)C(=O)O/N=C(\N)c1ccc(OC)c(OC)c1 (configuration not stated)	x	1.0%
Nc1ccc2nc(CCc3ccccc3)[nH]c2c1	-5	-3.7%
Oc1cccc(-c2nc3ccc4ccccc4c3c3c2CCC3)c1	x	1.6%

Quoted from the listing:
Value for `O=C1NC(=O)C2C1C(c1cccs1)NN2Cc1ccccc1` (configuration not stated) in GlmU inhibition: -4.8%
Value for `CC1CCN(C(=O)c2ccccc2NC(=O)c2cccc(S(=O)(=O)N3CCOCC3)c2)CC1` in GlmU inhibition: -0.4%
Value for `O=C(c1cccc(F)c1)N1CCN(c2ccc([N+](=O)[O-])c(N3CCOCC3)c2)CC1` in Mtb RmlCD inh: -11
Value for `O=C(NCc1cccnc1)C(=O)N/N=C/c1ccccc1[N+](=O)[O-]` in Mtb RmlCD inh: -1

Additional structures.
SMILES	Mtb RmlCD inh	GlmU inhibition
OC(COCC1COc2ccccc2O1)CN1CCN(c2ccccn2)CC1 (configuration not stated)	x	3.0%
CCOC(=O)C1=C(N)n2c(s/c(=C\c3cccnc3)c2=O)=C(C(=O)OC)C1c1cccnc1 (configuration not stated)	x	-4.0%
O=C(CSc1ccc2ccccc2c1)Nc1ncccn1	-3	-6.8%
Cn1nccc1NC(=O)Nc1cccc([N+](=O)[O-])c1	23	2.9%
O=C(NCCc1ccc(Cl)cc1)C1CCN(S(=O)(=O)N2CCCC2)CC1	-4	-0.2%
COc1cccc(-c2nc3ccc([N+](=O)[O-])cc3o2)c1	8	2.4%
CSc1sc(C)cc1C1C(C#N)=C(N)N(c2cccnc2)C2=C1C(=O)CCC2 (configuration not stated)	-5	-9.8%
COc1cc(C2SCC(=O)Nc3c2c(=O)[nH]n3C2CCCCCC2)cc(OC)c1OC (configuration not stated)	x	3.1%
Cc1ccc(S(=O)(=O)N2CCN(Cc3nc4ccccc4[nH]3)CC2)cc1C	-1	0.7%
Cc1ccc(S(=O)(=O)NCCNC(=O)CN2CCCC2)cc1	15	-5.7%
O=C(NC(Cc1c[nH]c2ccccc12)C(=O)N/N=C/c1cccc2ccccc12)c1cccs1 (configuration not stated)	x	-3.2%
Cc1ccc(C2C3CN(C(C)C)CC=C3C(C#N)=C(N)C2(C#N)C#N)cc1 (configuration not stated)	0	x
COc1ccc2c(c1)OC(O)(C(F)F)CC2=O (configuration not stated)	-9	4.9%
CCCCN(C)C(=O)c1nc2ccccn2c1CN1CCN(C/C=C/c2ccccc2)CC1	x	-3.3%
O=S(=O)(NCc1cccnc1)c1ccc(Cl)s1	11	-2.8%
Clc1nc(-c2cccnc2)nc2scc(-c3ccccc3)c12	x	-1.1%
COc1ccc2cc3cc(C(=O)Nc4cc(OC)c(OC)c(OC)c4)oc3nc2c1	x	-4.0%
O=C(Nc1ccc(C(=O)OC[C@@H]2CCCN3CCCC[C@H]23)cc1)c1cccc(Br)c1	7	-7.5%
COc1ccc(C(=O)Nc2cccc(C(C)=O)c2)c(OC)c1OC	7	2.4%
Cc1c(C(=O)O)sc2nc3n(c(=O)c12)CCCCC3	9	0.0%
Cc1cc(-c2ccccc2)nc2cc(C(=O)N(Cc3ccccc3)Cc3ccccc3)nn12	x	0.3%
CCOc1ccc(C2=Nc3ccc(Br)cc3C(c3ccc(N4CCOCC4)cc3)=NN2)cc1	u	1.9%
O=c1ccccn1CCOc1ccc(Cl)cc1	-17	3.3%
CC12CN3CN(C1)CC(C)(C3)C2=NO	2	5.9%
COc1cc(-c2nc(-c3cccc(C(F)(F)F)c3)no2)cc(OC)c1OC	-10	-1.9%

2 successive entries already listed, for reference:
SMILES	Mtb RmlCD inh	GlmU inhibition
OC(COCC1COc2ccccc2O1)CN1CCN(c2ccccn2)CC1 (configuration not stated)	x	3.0%
CCOC(=O)C1=C(N)n2c(s/c(=C\c3cccnc3)c2=O)=C(C(=O)OC)C1c1cccnc1 (configuration not stated)	x	-4.0%

Of the compounds above, these have a furan ring, fused or not:
SMILES	Mtb RmlCD inh	GlmU inhibition
COC(=O)c1ccc(Cn2cnc3c(cnn3-c3ccc(F)cc3)c2=O)o1	x	-4.8%
N=C1C(c2nc3ccccc3s2)=C(O)CN1NC(=O)c1ccco1	-11	-0.1%
COc1ccc2cc3cc(C(=O)Nc4cc(OC)c(OC)c(OC)c4)oc3nc2c1	x	-4.0%

(continued)
SMILES	Mtb RmlCD inh	GlmU inhibition
CCNC(=O)c1c(C)nc2ccccn12	u	0.7%
COc1cc(S(=O)(=O)NCc2ccc3c(c2)OCO3)ccc1Cl	1	-1.0%
Cn1c(N)c(C(=O)COC(=O)CSc2ccccc2)c(=O)n(C)c1=O	7	0.8%
CCOC(=O)C1CCN(Cc2cnc(Oc3ccc(Cl)cc3C)s2)CC1	x	-0.6%
CCCSc1nc(N)nc(-c2cccs2)c1C#N	x	1.9%
Cc1ccc2oc(NC(=O)N3CCOCC3)cc(=O)c2c1	-6	2.4%
O=C(Nc1c(C(=O)O)[nH]c2ccccc12)c1cccc(C(F)(F)F)c1	-9	12%
CCOC(=O)c1c(NC(=O)c2ccc(Br)o2)sc2c1CCCC2	x	-0.4%
CSc1nc(C(=O)N2CCCC(C(=O)c3ccc(Cl)cc3)C2)cs1 (configuration not stated)	4	1.9%
COc1ccc(/C=C2/C(=O)N(Cc3ccccc3)N=C2C)cc1	-12	-3.3%
O=C(CN1C(=O)C2CC=CCC2C1=O)Nc1nnc(SCc2ccc(F)cc2)s1 (configuration not stated)	9	-0.6%
CCCN1C(=O)/C(=C/c2ccc(OCC(=O)OCC)cc2)NC1=S	3	2.6%
O=C(NC(Nc1ncccn1)C(=O)c1ccccc1)c1ccccc1 (configuration not stated)	x	-2.7%
COc1ccc(/C=C(/NC(=O)c2ccc([N+](=O)[O-])cc2)C(=O)NC(C)(C)C)cc1	4	-0.8%
Cc1ccc(NCc2nnc(SCC(=O)Nc3nnc(C)s3)n2C)cc1	7	8.0%
C#CCOCCOCCOCCNc1nc(N2CCOCC2)nc(N2CCN(C(=O)[C@H]([C@@H](C)CC)n3cc([C@@H](N)CO)nn3)CC2)n1	x	0.6%
